High-throughput results (PubChem BioAssay)
TDP1 cell noCPT: qHTS for Inhibitors of human tyrosyl-DNA phosphodiesterase 1 (TDP1): qHTS in cells in absence of CPT; Potency, µM (doses to about 46.2 µM), without a hit: at the top dose activity change, negative = growth inhibition, hits mostly inhibitors; hit rate 15% among 420,000; DT40 Tdp1-/- hTDP1 cells, no CPT, ATP luminescence, 48 h; AID 686978, 2013; also: nearly all actives have a fitted effect of over 55% in size
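Compound effects on proliferation are scored in DT40 Tdp1-/-;hTDP1 cells in the absence of CPT. ATP levels (CellTiter-Glo luminescence) are recorded after a ≥48 hr, 37 °C incubation.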
KAT2A inh: inhibitors of human GCN5L2 histone acetyltransferase; Q92830; GCN5L2 HAT assay, ThioGlo1 CoA-SH fluorescence; Potency, µM (top dose mostly 58.9 µM), without a hit: at the top dose activity change, negative = inhibition, usual class: inhibitors; hit rate 0.21% among 390,000
Target sequence (Q92830 whole entry, looked up): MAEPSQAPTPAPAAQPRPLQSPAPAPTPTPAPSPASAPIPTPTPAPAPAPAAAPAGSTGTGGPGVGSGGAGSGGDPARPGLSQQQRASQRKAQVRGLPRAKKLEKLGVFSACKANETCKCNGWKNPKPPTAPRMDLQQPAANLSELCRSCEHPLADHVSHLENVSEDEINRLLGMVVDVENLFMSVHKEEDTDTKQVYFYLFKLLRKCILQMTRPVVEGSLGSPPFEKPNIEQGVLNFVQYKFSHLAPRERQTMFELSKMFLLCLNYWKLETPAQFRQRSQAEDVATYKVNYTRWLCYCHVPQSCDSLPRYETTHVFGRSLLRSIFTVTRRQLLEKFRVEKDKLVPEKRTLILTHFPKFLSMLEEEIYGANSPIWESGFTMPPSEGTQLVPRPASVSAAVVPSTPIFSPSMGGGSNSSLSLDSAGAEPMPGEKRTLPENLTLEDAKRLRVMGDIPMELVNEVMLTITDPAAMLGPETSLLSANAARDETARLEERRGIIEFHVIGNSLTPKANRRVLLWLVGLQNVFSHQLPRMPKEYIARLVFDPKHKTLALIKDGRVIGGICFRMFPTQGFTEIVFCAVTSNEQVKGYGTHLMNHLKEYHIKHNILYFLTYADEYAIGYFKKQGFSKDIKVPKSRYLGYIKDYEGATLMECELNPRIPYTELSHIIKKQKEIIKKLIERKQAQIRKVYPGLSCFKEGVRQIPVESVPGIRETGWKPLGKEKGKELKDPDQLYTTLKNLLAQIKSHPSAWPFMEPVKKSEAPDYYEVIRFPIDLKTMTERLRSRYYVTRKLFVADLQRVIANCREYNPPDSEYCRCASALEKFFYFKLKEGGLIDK
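GCN5L2 (20 nM) in 50mM HEPES pH 7.5, 0.1mM EDTA, 0.01% Tween-20 preincubated 15 min with compounds at room temperature. Reaction started with H3(1-25) 75uM, acetyl-CoA 70uM, ThioGlo1 50uM; CoA-thiol fluorescence (Ex340/Em540) read at 0 and 20 min.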
TDP1 block: TDP1 (human) enzyme inhibition | recombinant TDP1, AlphaScreen DNA substrate cleavage | Potency, µM (doses to about 130 µM), for inactives: at the highest dose activity change, negative = inhibition, most hits filed as inhibitors | hit rate 0.28% among 350,000 | AID 485290; also: nearly all actives have a fitted effect of over 40% in size
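AlphaScreen read-out: signal falls as enzyme removes the 3' tyrosine-FITC from a 5'-biotinylated DNA oligo (15 nM, 5 min, RT). Enzyme was E. coli-made recombinant Tdp1 at 1 nM, exposed to compound for 15 min beforehand; beads 10 ug/ml, 10 min.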
Numbers without * were called inactive; ? = inconclusive; . = no result given; [ ] = another dose, or the depositor's remark. Calls follow the shape of the dose curve; as a rule, active = well fitted curve in the direction sought with a large enough effect; inconclusive = small, poorly fitted or top-dose-only effect, or another doubt; inactive = no such curve, though single readings can be large; an effect the other way counts as inactive or inconclusive. % is scaled to controls: 0 for no effect and ±100 for the full control effect; potency is read from the fitted curve at half-maximal effect.

SMILES	TDP1 cell noCPT	KAT2A inh	TDP1 block
Cc1nc(/C=C/c2ccccc2)cc(/C=C/c2ccccc2)n1	?	1%	-3%
C=CCN(c1ccccc1)S(=O)(=O)c1cc2c(cc1C)N(C)CCO2	?	1%	.
CC(=O)Nc1c(F)c(F)c(F)c(F)c1F	-5%	2%	.
Cc1c(NC(=S)NC(=O)Cc2ccccc2)cccc1C(=O)O	6%	-1%	-8%
CS(=O)(=O)N1CCN(c2ccc([N+](=O)[O-])c(NCc3ccc(Cl)cc3)c2)CC1	18µM*	-10%	0%
O=C(/C=N/O)Nc1cccnc1	-27%	1%	0%
CN(C(=O)c1coc(=O)c2ccccc12)c1ccccc1Cl	?	-10%	-1%
Cc1ccc(C(C)NC(=O)/C(C#N)=C\c2c(C)[nH]c3ccccc23)cc1 (stereo unspecified)	-22%	0%	4%
COc1ccc(N2C(=O)CCC2(C#N)c2ccc(OC)cc2)cc1 (stereo unspecified)	-9%	-26%	2%
CCOC(=O)Nc1ccc2c(c1)N(C(=O)CCN(C)C)c1ccccc1S2	-19%	0%	4%
Cc1nn(C(C)CC(=O)O)c(C)c1C (stereo unspecified)	5%	-1%	5%
NS(=O)(=O)c1ccc(CNC(=O)c2cc(=O)[nH]c3ccccc23)cc1	10%	-4%	0%
COc1cc(O)oc1C=Nc1ccc(Cl)cc1Cl	-1%	-21%	2%
COc1cc2c(cc1OC)-c1cc(NCc3ccccn3)nc(=O)n1CC2	?	-3%	.
COCCOC(=O)C1=C(C)NC(=O)NC1C1CC=CCC1 (stereo unspecified)	5%	2%	1%
COc1ccc(CCCc2nnc(SCC(=O)Nc3nccs3)n2C)cc1C	?	-4%	5%
Cc1ccc(CNC(=S)NC2CCCCC2)cc1	?	2%	3%
CCCOc1ccc(C(=O)Nc2c(C(=O)c3ccc(C)cc3)oc3ccccc23)cc1	.	-2%	-2%
COc1cc(-c2nnc(SCc3cc(=O)oc4cc(O)c(O)cc34)o2)cc(OC)c1OC	-13%	?	.
O=C(OCc1cc(=O)n2ccsc2n1)c1ccc(OC(F)F)cc1	-19%	-8%	1%
O=C(CNC(=O)c1ccccc1)c1ccccc1	-24%	1%	.
CC(=O)NC(C)C(c1cccs1)N1CCN(c2ccccc2)CC1 (stereo unspecified)	-16%	2%	0%
Cc1ccc(S(=O)(=O)N2CCCCC2)cc1NS(=O)(=O)c1ccc(Cl)c(C(=O)O)c1	1%	-3%	-7%
c1ccc2c(c1)oc1c(N3CCN(Cc4ccc5c(c4)OCO5)CC3)ncnc12	23µM*	-4%	10%
CCCCn1c(N)c(N(CCOC)C(=O)c2cc(=O)[nH]c3ccccc23)c(=O)[nH]c1=O	22%	-2%	1%

Continued, starting with the last 2 of the part before.
SMILES	TDP1 cell noCPT	KAT2A inh	TDP1 block
c1ccc2c(c1)oc1c(N3CCN(Cc4ccc5c(c4)OCO5)CC3)ncnc12	23µM*	-4%	10%
CCCCn1c(N)c(N(CCOC)C(=O)c2cc(=O)[nH]c3ccccc23)c(=O)[nH]c1=O	22%	-2%	1%
Cc1sc2ncnc(N3CCC(C(=O)Nc4ccc(C#N)cc4)CC3)c2c1C	?	1%	6%[0.505 µM]
COc1ccc(CNC(=O)C(C)n2nc(C)c3c(C)n(-c4ccc(C)cc4)nc3c2=O)cc1 (stereo unspecified)	?	-21%	1%
CC(C)(C)C(=O)Nc1ccc(S(=O)(=O)c2ccc(NC(=O)C(C)(C)C)cc2)cc1	-11%	0%	2%
COc1ccc(N2CCN(S(=O)(=O)c3c[nH]c(=O)[nH]c3=O)CC2)cc1	-10%	0%	0%
CCCc1nnc(SCC(=O)N2CCCC(C)C2)n1CCCOC (stereo unspecified)	-5%	0%	0%
O=C(Nc1ccc([N+](=O)[O-])cc1)c1cc2ccccc2nc1Cl	?	-18%	-2%
Cc1nnsc1C(=O)Oc1ccc(Cl)cc1	6%	-5%	2%
CCN1CCC(NC(=O)Nc2ccccc2C(=O)OC)CC1	-6%	8%	4%
Cc1ccc(N(CC(=O)NCCSc2ccccn2)S(C)(=O)=O)cc1	?	4%	6%
Cc1ccc(S(=O)(=O)N2CCc3cc(C(=O)Nc4ccc(C(F)(F)F)cc4)ccc32)cc1	?	-10%	5%
O=C(NCCc1nc2ccccc2[nH]1)c1ccc([N+](=O)[O-])cc1	-1%	-5%	2%
Cc1cccc(OCCCC(=O)Nc2ccc(N3CCCCC3)cc2)c1	-15%	5%	0%
CC(=O)N(C1=C(N)C(=O)c2ccccc2C1=O)c1ccccc1	13µM*	0%	.
O=C(Nc1ccccc1N1CCCCC1)c1ccc([N+](=O)[O-])o1	16µM*	-8%	11%
COC(=O)c1c(C(=O)OC)c(-c2cccc(C)c2)n2c1CS(=O)(=O)C2	-20%	-4%	0%
COc1cc(/C=C/C(=O)OCC(=O)N2CCCc3ccccc32)ccc1OCC#N	14%	-8%	1%
Cc1cc(=O)[nH]c2nnc(SCC(=O)N3CC(C)OC(C)C3)n12 (stereo unspecified)	-7%	-6%	.
C[n+]1ccc(CC2C(=[N+]([O-])[O-])C=Nc3ncnn32)cc1 (stereo unspecified)	-9%	-3%	3%
O=S(=O)(CCN1CCCCC1)Oc1ccc(Cl)cc1Cl	9%	-1%	4%
COc1cc2c3c(c1OC)C1(C=CC(=NNC(N)=O)C=C1)CC3N(C(C)=O)CC2 (stereo unspecified)	3%	1%	-3%
C=CCN1C(=O)CN=C1Nc1ccccc1	-16%	1%	-1%
CCc1nnc(NCC(=O)N2CCc3ccccc32)s1	?	-5%	2%
COc1ccc(Cc2nnc(NC(=O)c3ccco3)s2)cc1	-4%	-7%	-2%
CCn1cc(C(=O)O)c(=O)c2cc(OC)ccc21	-10%	-4%	9%
CCOC(=O)C1CCCN(CC(O)COc2cccc(C)c2)C1 (stereo unspecified)	7%	0%	-5%

Compound profiles, from the list above. Order of values: TDP1 cell noCPT	KAT2A inh	TDP1 block
Results for CCOC(=O)C1CCCN(CC(O)COc2cccc(C)c2)C1 (stereo unspecified) = 7%	0%	-5%
Results for CS(=O)(=O)N1CCN(c2ccc([N+](=O)[O-])c(NCc3ccc(Cl)cc3)c2)CC1 = 18µM*	-10%	0%
Results for COc1ccc(CCCc2nnc(SCC(=O)Nc3nccs3)n2C)cc1C = ?	-4%	5%
Results for COc1ccc(N2CCN(S(=O)(=O)c3c[nH]c(=O)[nH]c3=O)CC2)cc1 = -10%	0%	0%

The list goes on:
SMILES	TDP1 cell noCPT	KAT2A inh	TDP1 block
O=C(NCCc1ccccc1)c1nn(-c2ccc(F)cc2)nc1CO	-25%	1%	0%
O=[N+]([O-])c1cc(S(=O)(=O)N2CCCC2)ccc1SCCO	-21%	-11%	5%
Cc1cc(NC(=O)CCc2ccccc2)c([N+](=O)[O-])cc1C	-2%	-4%	2%
COc1ccc2c(c1)OC[C@H]1[C@H]2N2C(=O)c3cc(Cl)ccc3NC(=O)[C@@]2(C)[C@H]1c1ccccc1	?	-5%	3%
CCN(CC(=O)Nc1c(F)cccc1F)C(=O)Cc1csc(-c2ccccc2)n1	-29%	3%	0%
COc1ccc(-c2ccc(C)cc2)cc1[C@H]1[C@@H]2C=CCC[C@@]2(C)C(=O)N1Cc1ccccc1	?	-1%	-1%
Cc1cc(-c2ccc(C(C)C)c(S(=O)(=O)Nc3cc(C)on3)c2)on1	11%	-1%	2%
COc1cccc(/C=N/Nc2nnc3c(n2)[nH]c2ccccc23)c1OC	?	-7%	3%
CCOC(=O)C1=C(O)/C(=C/c2cc(OC)c(OC)c(OC)c2)N=C1C	-22%	-6%	-2%
CC(C)(C)C(=O)N1CCN(c2ccc([N+](=O)[O-])c(NCC3CCCO3)c2)CC1 (stereo unspecified)	?	0%	6%
COc1ccc(-c2cc(-c3cc(OC)ccc3O)[nH]n2)cc1	?	0%	9%
CNS(=O)(=O)c1cccc(C(=O)OCC(=O)NC2CCCC(C)C2C)c1 (stereo unspecified)	18%	-6%	-8%
O=C(O)c1csc(Br)c1Br	13%	-8%	6%
CCC1CCCCN1CCCNC(=O)c1ccc(CS(=O)(=O)c2ccc(Br)cc2)o1 (stereo unspecified)	?	-6%	1%
Cc1ccc(NC(=O)C2CCN(C(=O)N3CCOc4ccccc43)CC2)cc1	?	-9%	.
CNC[C@H]1Oc2ccc(NC(=O)Cc3cn(C)c4ccccc34)cc2CC(=O)N([C@@H](C)CO)C[C@H]1C	1%	-1%	5%
O=c1[nH]cnc2c1nnn2Cc1ccccc1	-21%	-9%	.
O=C(c1ccccn1)N1CCN(c2cccc(C(F)(F)F)c2)CC1	-13%	-4%	5%
CC(Nc1ccc(N2CCOCC2)cc1)C(=O)N1c2ccccc2CC1C (stereo unspecified)	?	-8%	6%
Cc1sc2nc(CSCC(=O)N(CCC#N)c3ccccc3)[nH]c(=O)c2c1C	?	-6%	-1%
Cc1cccc(C(=O)NNC(=O)C2CCCO2)c1 (stereo unspecified)	2%	-6%	4%
COc1ccc(C(=O)Sc2nncc3ccccc23)cc1	1%	-22%	6%
CN(CC(=O)Nc1cccc(F)c1)C(=O)CCSc1ccc(F)cc1	?	3%	-15%
Cc1ccc(C(=O)COC(=O)c2cc(-c3ccc(Cl)cc3)nc3ccccc23)cc1	21µM*	-3%	-7%[12.3 µM]
Cc1ccc(C)c(Nc2cc(C(=O)NCCCN(C)C3CCCCC3)c3ccccc3n2)c1	15µM*	1%	7%

Single values from the results shown:
TDP1 block result of COc1ccc(-c2cc(-c3cc(OC)ccc3O)[nH]n2)cc1 = 9%
TDP1 block result of Cc1ccc(S(=O)(=O)N2CCCCC2)cc1NS(=O)(=O)c1ccc(Cl)c(C(=O)O)c1 = -7%
KAT2A inh result of Cc1cccc(C(=O)NNC(=O)C2CCCO2)c1 (stereo unspecified) = -6%
TDP1 cell noCPT result of CCCCn1c(N)c(N(CCOC)C(=O)c2cc(=O)[nH]c3ccccc23)c(=O)[nH]c1=O = 22%
TDP1 cell noCPT result of CC(=O)N(C1=C(N)C(=O)c2ccccc2C1=O)c1ccccc1 = 13µM*
TDP1 block result of O=S(=O)(CCN1CCCCC1)Oc1ccc(Cl)cc1Cl = 4%

Further compounds follow.
SMILES	TDP1 cell noCPT	KAT2A inh	TDP1 block
CCOC(=O)c1c(S(=O)(=O)NCCc2ccccc2)c(C)n(C)c1C	?	0%	5%
CC1Cc2cc(S(=O)(=O)N3CCN(c4cccc(Cl)c4)CC3)ccc2N1C(=O)C1CC1 (stereo unspecified)	?	-4%	1%
CSc1nnc2c(n1)OC(C)=Nc1ccccc1-2	-17%	-5%	1%
CCCCCCCCOc1ccc(C2OC34CCCCC3C(C#N)(C#N)C2(C#N)C(=N)O4)cc1 (stereo unspecified)	?	-7%	-3%
CCCCCn1c(N2CCN(c3cccc(Cl)c3)CC2)nc2c1c(=O)[nH]c(=O)n2C	23µM*	-8%	1%
CCCc1cc(=O)[nH]c(SCC(=O)c2c(N)n(C3CC3)c(=O)[nH]c2=O)n1	11%	1%	0%
CCN(c1cccc(C)c1)S(=O)(=O)c1cccc(C(=O)O)c1	6%	-2%	3%
CCS/C(N)=N/N=C/c1cc(C)ccc1O	0.82µM*	-7%	7%
CCOC(=O)C1=C(C)NC(=S)NC1c1ccco1 (stereo unspecified)	?	-5%	0%
CC1=C(C(=O)OCC(Br)(Br)Br)C(c2ccc(Br)cc2)NC(=O)N1CCCC(=O)O (stereo unspecified)	.	-7%	0%
CCOC(=O)c1c(O)c2ccccc2n(-c2ccccc2)c1=O	-21%	1%	1%
O=C(c1ccc2c(c1)C(=O)N(CCCO)C2=O)c1ccc2c(c1)C(=O)N(CCCO)C2=O	-12%	-1%	8%
COc1ccccc1NC(=O)C1=C(C)Nc2nc(-c3cccs3)nn2C1c1cccc(O)c1 (stereo unspecified)	?	-20%	3%
COCc1cc(C)n(CC(=O)Nc2ccc(N3CCOCC3)cc2)c(=O)c1C#N	-18%	-8%	.
Cn1c(SCC(=O)Nc2ccc(N3CCOCC3)c(Cl)c2)nnc1C(O)c1ccccc1 (stereo unspecified)	-11%	-1%	8%
Cc1cc(NC(=O)COC(=O)c2ccc([N+](=O)[O-])cc2Cl)no1	10%	-3%	2%
N#CC(=C1CCCC1)c1nc(-c2ccccc2)cs1	-23%	-16%	-2%
Cc1cc(C)c(S(=O)(=O)N2CCN(S(=O)(=O)N3CCCCCC3)CC2)c(C)c1	?	-6%	10%
CCOc1ccc(CN(C)C(=O)c2ccc3ccccc3n2)cc1	-23%	-5%	7%
Cc1cccn2c(=O)nc(SCC(=O)Nc3ccc4c(c3)OCO4)nc12	-7%	2%	-5%
O=C1CC(=O)CC(c2ccccc2)C1	1%	-7%	0%
CC(C)CCN1CCN(Cc2cccn2-c2ccccn2)CC1CCO (stereo unspecified)	8%	-5%	.
CN1CCN(NC(=O)c2cc([N+](=O)[O-])cc([N+](=O)[O-])c2)CC1	-15%	-20%	-7%
CC(C)c1cc(CNC(=O)c2ccc(OC3CCN(Cc4ccccn4)CC3)cc2)on1	-16%	-1%	4%

This is a subset, so the mix of outcomes need not match the whole.
